ST2 inh – IL1RL1 inhibition; Q01638; AlphaLISA ST2-Fc/biotin-IL-33 interaction, 1 h; inhibition, % for hits at 17 µM; 78,000 tested, 2.3% active; AID 1259354; in the data active = inhibition above about 30%; inconclusive = mostly about 10% to 28%
Target sequence (Q01638 whole entry, looked up): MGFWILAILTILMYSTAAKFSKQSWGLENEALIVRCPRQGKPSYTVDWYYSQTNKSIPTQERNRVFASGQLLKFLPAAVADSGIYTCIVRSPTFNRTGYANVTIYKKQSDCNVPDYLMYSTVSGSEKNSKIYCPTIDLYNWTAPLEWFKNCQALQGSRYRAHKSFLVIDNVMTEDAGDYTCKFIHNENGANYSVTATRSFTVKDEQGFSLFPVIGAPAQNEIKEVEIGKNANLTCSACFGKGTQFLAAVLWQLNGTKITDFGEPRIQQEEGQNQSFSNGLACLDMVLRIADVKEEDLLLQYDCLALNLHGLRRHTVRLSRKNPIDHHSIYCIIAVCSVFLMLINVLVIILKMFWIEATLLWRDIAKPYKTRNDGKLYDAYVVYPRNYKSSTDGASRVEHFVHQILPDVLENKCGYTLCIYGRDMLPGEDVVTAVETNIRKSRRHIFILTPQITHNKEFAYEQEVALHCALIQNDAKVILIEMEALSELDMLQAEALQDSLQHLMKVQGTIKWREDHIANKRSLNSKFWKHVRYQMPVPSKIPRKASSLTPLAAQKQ
Starred values were filed as active, the others as inactive; i = inactive; ? = inconclusive. The list is partial, so the mix of outcomes need not match the whole.

SMILES	ST2 inh
COc1ccc(CN2CCCN(CC(=O)Nc3ccc(OC)cc3)S2(=O)=O)cc1	i
CC(C)C[C@@H](N)C(=O)N(C)CC1(CO)CCOCC1	i
COc1ccc(CCNC(=O)c2ccccc2)cc1OC	i
Cc1ccc(OC(C)c2nc(-c3nonc3N)no2)cc1C (centres undefined)	i
COc1ccc(Cl)cc1C(=O)Nc1cc(-c2nc3ncccc3o2)ccc1Cl	?
CC1CC(=O)N(CC(N)=O)c2ccccc2S1 (centres undefined)	i
COc1ccc(NC(=O)c2ccc(C)cc2Cl)cc1Cl	i
Cc1cc(Br)ccc1NC(=O)c1cc2c(=O)n3cccc(C)c3nc2s1	i
CCOc1ccc(C(=O)NC(C)CCc2ccccc2)cc1 (centres undefined)	i
C[C@]12CC[C@@H]3c4ccc(O)cc4C[C@@H](CCCCCCCCCS(=O)CCCC(F)(F)C(F)(F)F)[C@H]3[C@@H]1CC[C@@H]2O (some centres undefined)	i
CCCCOc1ccc(C(=O)N(c2ccc(C)c(C)c2)C2C=CS(=O)(=O)C2)cc1 (centres undefined)	i
C[n+]1cccc(C2CCCCN2C(=O)c2ccccc2)c1 (centres undefined)	i
CCOc1ccc(Cn2c(CNS(=O)(=O)c3ccc(C(C)C)cc3)nc3cccnc32)cc1	i
CCOCCCNC(=O)c1cc(-c2ccc(Br)s2)nc2ccccc12	i
O=[N+]([O-])c1ccc(C2SCCN2S(=O)(=O)c2ccc(F)cc2)cc1 (centres undefined)	i
NC(=O)C1(C(=O)N(C/C=C/c2ccccc2)CCO)CC1	?
O=C(OC(c1ccccc1)c1nccc2ccccc12)c1cccs1 (centres undefined)	i
COc1ccc(OC)c(NC(=O)CN2CCN(Cc3ccccc3C)S2(=O)=O)c1	i
Cc1cc(C(=O)NCc2ccccc2)c(=O)[nH]c1C	i
CC(C)c1ccc(NC(=O)CN2C(=O)CCc3cc(S(=O)(=O)N4CCCC4)ccc32)cc1	i
O=C(NCc1ccc(F)cc1)C1CCCN1c1nnc(N2CCCCC2=O)s1 (centres undefined)	i
O=C(NCCCN1CCOCC1)c1cc(=O)[nH]c2ccc(S(=O)(=O)N3CCCCCC3)cc12	i
COc1ccc(NC(=O)c2noc3c2CC(C(C)(C)C)CC3)c(OC)c1 (centres undefined)	i
Cc1ccc(CNC(=O)C2c3ccccc3C(=O)N3CCc4ccccc4C23)o1 (centres undefined)	i
O=C(c1cc(F)c(F)cc1Cl)n1nnc2ccccc21	i
Cc1ccc(S(=O)(=O)c2nc(-c3ccco3)oc2SC(C)C)cc1	i
COc1cc2c(cc1NC(=O)c1ccccc1I)CCCC2	i
CCOc1ccc(C(=O)NCCc2ccc(F)cc2)cc1	i
CCC(=O)N1c2ccccc2NC2=C(C(=O)CC(C)(C)C2)C1c1ccccc1F (centres undefined)	i
COc1ccc(C(C)NC(=O)C(N)=O)cc1 (centres undefined)	i

Next part, overlapping the part above by 5 compounds.
SMILES	ST2 inh
Cc1ccc(S(=O)(=O)c2nc(-c3ccco3)oc2SC(C)C)cc1	i
COc1cc2c(cc1NC(=O)c1ccccc1I)CCCC2	i
CCOc1ccc(C(=O)NCCc2ccc(F)cc2)cc1	i
CCC(=O)N1c2ccccc2NC2=C(C(=O)CC(C)(C)C2)C1c1ccccc1F (centres undefined)	i
COc1ccc(C(C)NC(=O)C(N)=O)cc1 (centres undefined)	i
COCCCNC(=O)c1c[nH]c2ccc(S(=O)(=O)Nc3cccc(Cl)c3C)cc2c1=O	i
CCN(CC)CCCNC(=O)c1cc2cc3ccc(OC)cc3nc2o1	i
CC1=NN(c2ccc(Cl)c(Cl)c2)C(=O)/C1=C/c1ccc(N(C)C)cc1	?
Cc1nn(Cc2ccccc2Cl)c(C)c1NC(=O)c1noc2c1CCCCC2	i
Cc1cccc(NC(=O)CCC2CCN(C(=O)COc3ccc(Cl)cc3)CC2)c1	?
CCN(CC)C(=NS(=O)(=O)c1ccc(F)cc1)c1ccccc1	?
c1cncc(-c2nc3c(c(NCCc4c[nH]c5ccccc45)n2)CCNC3)c1	?
O=C(NCc1ccc2c(c1)OCO2)c1ccc2nc(-c3ccccn3)c(-c3ccccn3)nc2c1	i
COC(=O)c1c(C)oc2ccc(OCc3ccccc3C)cc12	i
O[C@H]1[C@H](NCc2ccccn2)[C@H]2CO[C@H](O2)[C@@H]1N1CCC(Cc2ccccc2)CC1	?
CSc1nc(-c2ccccc2)nc(N2CCCC2)c1C(C)=O	i
CN(Cc1cccc2cnccc12)C(=O)c1cn(Cc2ccccc2F)nn1	i
CCCc1nc2nc[nH]n2c(=O)c1NC(=O)Nc1ccc(CC(=O)OCC)cc1	i
c1ccc(-n2ncc3c(NCc4cccs4)ncnc32)cc1	i
Cc1[nH]c2ccccc2c1SCCNC(=O)COc1ccc(Cl)cc1Cl	?

Next section; it opens with the 5 that closed the last part.
SMILES	ST2 inh
CSc1nc(-c2ccccc2)nc(N2CCCC2)c1C(C)=O	i
CN(Cc1cccc2cnccc12)C(=O)c1cn(Cc2ccccc2F)nn1	i
CCCc1nc2nc[nH]n2c(=O)c1NC(=O)Nc1ccc(CC(=O)OCC)cc1	i
c1ccc(-n2ncc3c(NCc4cccs4)ncnc32)cc1	i
Cc1[nH]c2ccccc2c1SCCNC(=O)COc1ccc(Cl)cc1Cl	?
OCCn1nc(-c2ccccc2)cc1-c1ccccc1	?
O=C(C1CCCC1)N(c1ccc(Br)cc1)C1C=CS(=O)(=O)C1 (centres undefined)	i
O=C(CCS(=O)(=O)c1ccc(Br)s1)Nc1ccccc1Cl	i
O=C1Nc2ccccc2C(O)(C(=O)NCCCN2CCCCCC2)N1c1ccc(Cl)cc1 (centres undefined)	i
CCOC(=O)c1c(-c2ccccc2)oc2ccc(OC(C)C(=O)OCC)cc12 (centres undefined)	i
COc1ccc2c(C)nc(NC3=NC(C)(C)CC(C)=N3)nc2c1	?
COc1ccccc1N1CCN(C2CCN(C(C)C)CC2)CC1	i
COc1cccc(CNC(=O)CN2CCCN(Cc3cccc(Cl)c3)S2(=O)=O)c1	i
Cc1cc2ncn(CC(O)COc3c(C)cccc3C)c2cc1C (centres undefined)	i
Cc1nn2cc(CCNC(=O)C3CC(=O)N(CC(C)C)C3)nc2s1 (centres undefined)	?
O=C(Nc1c2c(nn1-c1ccc(Cl)cc1)CSC2)c1ccccc1Cl	i
Fc1ccccc1-c1nc(NCc2cccs2)c2ccccc2n1	?
N#Cc1c2c(c(N3CCN(CCO)CC3)n3c1nc1ccccc13)CCC2	i
CCCOCC1CCN(c2cc(N(C)C)ncn2)C1 (centres undefined)	?
CCS(=O)(=O)C(=C(Nc1ccccc1)Nc1ccccc1)S(=O)(=O)CC	i
O=C1CC(c2ccccc2)CN1C(=O)c1ccc(F)cc1 (centres undefined)	i
C[C@@H]1O[C@@H](O[C@@H]2[C@@H](O)[C@H](O[C@H]3CC[C@@]4(C)C(CC[C@]5(C)C4CC=C4[C@@H]6CC(C)(C)CC[C@]6(C(=O)O[C@@H]6O[C@H](CO)[C@@H](O)[C@H](O)[C@H]6O)CC[C@]45C)C3(C)C)O[C@H](C(=O)O)[C@H]2O)[C@H](O)[C@H](O)[C@H]1O (some centres undefined)	i
CC(C)(C)NC(=O)CC(c1ccccc1)c1cc(Br)ccc1O (centres undefined)	i
Cc1csc(NC(=O)CCc2c(C)nc3c(-c4ccc(F)cc4)c(C)nn3c2C)n1	?
Cc1cc(C(=O)N2CCN(c3ccccc3)CC2)ccc1[N+](=O)[O-]	?
COc1cccc(C2CC(=O)C3=C(C2)Nc2ccccc2NC3c2cc3c(cc2Cl)OCO3)c1 (centres undefined)	?
C=CCNC(=O)COc1cc(C)c(Br)c(C)c1	i
Cc1ccc(-c2noc([C@@H]3C[C@H](NC(=O)Nc4cccc(F)c4)CN3C)n2)cc1	i
COc1ccc(C(=O)Nc2ccc(Cl)cc2Cl)cc1	i
CCN(CC)S(=O)(=O)c1ccc(-c2csc(=Nc3ccc(F)cc3)n2CCO)cc1	?
CC1=C(C(=O)Nc2ccc(C)cc2C)C(c2cccs2)n2nnnc2N1 (centres undefined)	i
CCOc1nc(NC2CCCCC2)nc(OCC)n1	i
CCCOc1ccc(CNC(=O)CN2C(=O)C(CC)=C(c3ccc(OC)cc3)S2(=O)=O)cc1	i
CC(C)NC(=O)CCS(=O)(=O)c1ccc(Br)s1	i
COCCNc1nc2c(c(=O)n(Cc3cccc(Br)c3)c(=O)n2C)n1C	?
CCCSc1nc(N)c2c3c(sc2n1)CCCC3	i
CCCn1ccnc1-c1nccn1-c1cccc(-c2ccnc(C)n2)c1	?
COc1ccc(-c2cc(=O)n(CCC#N)[nH]2)cc1	?
COc1ccc2c(=O)c(-c3ccccc3)c(C(F)(F)F)oc2c1C	i
CS(=O)(=O)N(Cc1ccccc1)c1ccc(C(=O)Nc2ccc(C(N)=O)cc2)cc1	?
Cc1nn(-c2cc(Cl)ccc2N)c(=O)c2ccccc12	?
O=C(Nc1cccc([N+](=O)[O-])c1)c1cccc(S(=O)(=O)Nc2ccccc2C(=O)O)c1	i
O=C(CCC1CCN(C(=O)[C@@H]2C[C@@H]3C=C[C@H]2C3)CC1)Nc1ccc(F)c(Cl)c1	i
CC(C)NCC(O)COc1cccc2[nH]ccc12 (centres undefined)	i
CN(Cc1csc(-c2ccccc2)n1)Cc1nc(Cc2cccc(F)c2)no1	?
CCc1cc(NCC2CNCCOC2)nc(N2CCCCC2)n1 (centres undefined)	i
CC(CC(=O)NCc1ccc(Cl)cc1)c1ccccc1 (centres undefined)	i
CCN1CCN(C(=O)CCC2CCN(C(=O)c3snnc3C)CC2)CC1	i
COc1cc(OC)c2c(c1CC=C(C)C)O[C@H](c1ccccc1)CC2=O	i
COc1ccccc1S(=O)(=O)c1c(C)cc(C)cc1C	i

7 compounds out of the list, sorted by count of non-hydrogen atoms, lowest first:
SMILES	ST2 inh
CCCSc1nc(N)c2c3c(sc2n1)CCCC3	i
Cc1nn(-c2cc(Cl)ccc2N)c(=O)c2ccccc12	?
CCc1cc(NCC2CNCCOC2)nc(N2CCCCC2)n1 (centres undefined)	i
COc1ccc2c(=O)c(-c3ccccc3)c(C(F)(F)F)oc2c1C	i
CCN1CCN(C(=O)CCC2CCN(C(=O)c3snnc3C)CC2)CC1	i
CN(Cc1csc(-c2ccccc2)n1)Cc1nc(Cc2cccc(F)c2)no1	?
CS(=O)(=O)N(Cc1ccccc1)c1ccc(C(=O)Nc2ccc(C(N)=O)cc2)cc1	?

Additional results follow.
SMILES	ST2 inh
COc1cccc(OCC(O)CN2CCN(Cc3ccc4c(c3)OCO4)CC2)c1 (centres undefined)	i
COCCn1c(CNC(=O)c2ccco2)nc2cccnc21	i
Cc1ccc2c(c1)N(C(C)C(=O)NCc1cccs1)C(=O)CO2 (centres undefined)	i
CCOc1ccc(Cn2c(CNS(=O)(=O)c3cccs3)nc3cccnc32)cc1	i
CCCn1cnc2c1CN(S(=O)(=O)c1ccc(C#N)cc1)[C@H](C(=O)OC)C2	i
Cc1cc(C)n2nc(C(=O)N3CCC4(CN(C)C(=O)O4)C3)cc2n1 (centres undefined)	i
Cc1ccccc1OCC(=O)NCC(=O)O	?
Cc1cc(C)c(N2CCC(=O)N2)c(C)c1	33%*
CCN(CC)c1ccc(C2C3=C(CC(C)(C)CC3=O)Nc3nc(SC)[nH]c(=O)c32)cc1 (centres undefined)	i
COCc1cc(=O)n2[nH]c(NC(C)=O)nc2n1	?
NC(=O)c1ccc(NC(=O)c2cccc(Br)c2)cc1	?
CCOC(=O)c1c(NC(=O)c2ccccc2SC)sc2c1CCC2	i
COc1ccc(C2SC(C)C(=O)N2c2ccc(Br)cc2)cc1 (centres undefined)	i
O=C(CCCc1ccccc1)NCC1Cc2cc(-c3cncnc3)cc(Cl)c2O1 (centres undefined)	?
O=C(NCCn1ccnc1)C1CCCN(C2CCN(Cc3ccccc3)CC2)C1 (centres undefined)	i
COc1ccccc1N1CCN([C@@H]2[C@H](O)[C@H](CO)O[C@@H]2CNC(=O)c2ccco2)CC1	i
Cc1nonc1CC(=O)N(C)Cc1nc2ccc(Cl)cc2[nH]1	i
O=C(Nc1c2c(nn1-c1ccc(F)cc1)CS(=O)C2)c1cccs1 (centres undefined)	i
CCCCCCCCCC(=O)NC(CN1CCOCC1)[C@H](O)c1ccccc1 (some centres undefined)	i
O=C(CN1C(=O)COc2ccc(S(=O)(=O)N3CCCC3)cc21)NCc1cccs1	?
COC(=O)C1=C(C)NC2=C(C(=O)CC(C)(C)C2)C1c1cc(Br)c(O)c(OC)c1 (centres undefined)	i
CN1[C@@H](CCC(=O)N2CCN(c3ccccn3)CC2)CNC(=O)[C@@H]2[C@H]1CCN2C1CCCCC1	i
CCCCOc1ccccc1C1CC(=O)Nc2cc3c(cc21)OCCO3 (centres undefined)	i
CC(C)C(O)(/C=C/C(O)(C(C)C)C(C)C)C(C)C	i
COc1ccccc1OC1CN(C2CCN(C(C)=O)CC2)C1	i
CCN(CC)CCNC(=O)c1ccc2c(c1)N(Cc1ccc(F)cc1Cl)C(=O)CS2	i
CC(CCc1ccccc1)NC(=O)CN1CCCN(Cc2cccc(Cl)c2)S1(=O)=O (centres undefined)	?
Cc1sc2ncnc(Sc3nnnn3-c3ccccc3)c2c1C	44%*
Cc1[nH]c2c(C)cccc2c(=O)c1CN1CCCCCC1	i
Cc1ccc(C)c(OCC(=O)N2CCC(c3nnc4n3CCCCC4)CC2)c1C	?
Cc1ccc(N=Cc2ccc(N(C)C)c([N+](=O)[O-])c2)cc1	i
CCC(C)NC(=O)C1CCN(c2ccc(-c3cccs3)nn2)CC1 (centres undefined)	i
N#CCSc1nc2c(sc3ccccc32)c(=O)n1CCc1c[nH]c2ccccc12	i
CC(=O)Nc1nnc(S(N)(=O)=O)s1	i
Nc1cc(=O)nc(SCC(=O)Nc2nc3c(s2)CCCC3)n1-c1ccccc1	i
O=S(=O)(Nc1ccc(Cl)cc1)c1cccc2cccnc12	i
COc1cccc(C(=O)N2CCN(Cc3cc(C(C)(C)C)n[nH]3)CC2)c1	i
